High-throughput results as filed in PubChem BioAssay.
thrombin 1536 – human alpha-thrombin inhibitors, primary screen, counter-screen for coagulation protease inhibitor project, biochemical, 1536-well, fluorogenic AMC substrate; Boc-VPR-AMC fluorogenic substrate cleavage; inhibition, % at 5 µM; AID 1046, 2008; Prothrombin (Homo sapiens), P00734; 220,000 tested, 0.26% active;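 active = inhibition at or above 40%; inactive = inhibition below 40%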;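 note: 0% = enzyme with no compound and 100% = wells without enzyme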
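System: Human alpha-thrombin protein | Medium: pH 7.5 Tris (50 mM) with NaCl 150 mM, Tween 20 0.05% | Times: Enzyme reaction carried out at room temperature | Detection: AMC fluorescence, 355/460 nm | Evaluation: Percent inhibition scaled between no-compound controls and no-enzyme blanks | Benchmarks: Enzyme without compound as high, wells lacking enzyme as low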
PERK inhibitor – block of dimerizer-induced PERK translation repression, primary screen, PERK inhibitor project, CHO PERK-DD cells, SEAP luminescence, HTS. CHO PERK-DD fusion, SEAP luminescence translation reporter. inhibition, % at 5.6 µM. 220,000 tested, 0.17% active. AID 1416, 2008;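 active = inhibition above the mean inhibition of all tested compounds plus 3 SD, set separately per screening campaign, cut at about 2.9% in these data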;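 note: PERK kinase domain activated by AP20187 dimerizer at 100 nM; 0% = DMSO with dimerizer and 100% = rapamycin at 8.4 µM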
hK5 inh – human KLK5 protease inhibitors, primary screen, biochemical, 1536-well. Kallikrein-5 (Homo sapiens), Q9Y337. recombinant hK5, fluorogenic AMC substrate cleavage. inhibition, % at 5 µM. 210,000 tested, 0.59% active;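 active = inhibition of 40% or more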;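 note: 0% = enzyme controls without compound and 100% = no-enzyme blanks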
Target sequence (Q9Y337 67-293 limits assumed): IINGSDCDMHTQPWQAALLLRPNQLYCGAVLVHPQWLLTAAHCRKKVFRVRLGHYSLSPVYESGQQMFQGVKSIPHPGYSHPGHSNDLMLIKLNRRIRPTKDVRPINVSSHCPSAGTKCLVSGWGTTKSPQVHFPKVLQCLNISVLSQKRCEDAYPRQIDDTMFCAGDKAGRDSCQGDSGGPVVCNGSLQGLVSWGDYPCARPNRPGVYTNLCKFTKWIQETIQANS
KCC2 mod – KCC2 cotransporter modulators, thallium flux, primary screen, cell-based, HEK293 KCC2, FluoZin-2 fluorescence, MLSMR; KCC2 cells, thallium flux FluoZin-2 fluorescence; B-score of Tl+ flux slope (higher = more flux/activation; lower = inhibition) at 10 µM; 190,000 tested, 2.2% active; AID 1456, 2008;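 active = thallium flux slope and its plate-corrected score both differing from the plate sample mean at a set confidence after two filtering rounds, in either direction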;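 note: slope of fluorescence scaled to starting intensity during 10 to 20 s after thallium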
FXIa inh 1536 – human FXIa protease inhibitors, primary screen, biochemical, 1536-well; 220,000 tested, 0.14% active; inhibition, % at 5 µM; Coagulation factor XI (Homo sapiens), P03951; purified FXIa, Boc-Glu-Ala-Arg-AMC fluorogenic substrate;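 active = inhibition of at least 40%; inactive = inhibition below 40%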;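 note: fluorescence of freed AMC excited at 355 nm; 0% = enzyme without compound and 100% = no enzyme blank; many of its hits are not listed in these tables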
FXIIa inh – human FXIIa protease inhibitors, primary screen, biochemical, 1536-well. Coagulation factor XII (Homo sapiens), P00748. purified FXIIa, Boc-QGR-AMC fluorogenic substrate, 2 h. inhibition, % at 5 µM. 220,000 tested, 0.3% active. AID 800, 2007; in the data active = inhibition above about 40%;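 note: 0% = enzyme with no compound and 100% = blank without enzyme; many of its hits are not listed in these tables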
Target sequence (P00748 20-372 limits assumed): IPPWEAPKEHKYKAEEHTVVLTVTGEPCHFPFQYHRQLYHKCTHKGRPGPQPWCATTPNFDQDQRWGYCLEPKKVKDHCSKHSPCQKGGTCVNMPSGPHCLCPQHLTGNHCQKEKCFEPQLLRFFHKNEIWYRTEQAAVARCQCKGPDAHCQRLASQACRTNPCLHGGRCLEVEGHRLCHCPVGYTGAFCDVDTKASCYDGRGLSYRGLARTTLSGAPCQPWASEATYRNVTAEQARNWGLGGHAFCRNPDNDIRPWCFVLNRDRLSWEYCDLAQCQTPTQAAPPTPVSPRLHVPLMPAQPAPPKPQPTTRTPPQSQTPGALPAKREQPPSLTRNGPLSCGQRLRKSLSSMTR
Target sequence (P00748 373-615 limits assumed): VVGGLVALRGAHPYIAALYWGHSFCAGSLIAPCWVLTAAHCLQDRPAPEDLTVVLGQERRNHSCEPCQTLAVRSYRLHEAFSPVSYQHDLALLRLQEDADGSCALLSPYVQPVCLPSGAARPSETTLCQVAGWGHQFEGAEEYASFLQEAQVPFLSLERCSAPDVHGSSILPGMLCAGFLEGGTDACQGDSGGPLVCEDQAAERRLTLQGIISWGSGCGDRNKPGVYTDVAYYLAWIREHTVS
Rad51 HR inh – human RAD51 strand exchange inhibitors, primary screen, biochemical, fluorescence. inhibition, % at 10 µM. AID 1385, 2008. DNA repair protein RAD51 homolog 1 (Homo sapiens), Q06609. 200,000 tested, 0.085% active. hRad51 DNA strand exchange, fluorescence dequenching;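 active = inhibition above 40% at the single screening dose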;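 note: 0% = DMSO control wells and 100% = blanks with heterologous ssDNA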
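System: hRad51 filaments on single-stranded DNA; reagent: Fluorescein- and BHQ1-tagged 47-mer duplex; compound dosing: one concentration, 10 µM final; timing: filaments 15 min 37 °C, then compound 30 min; measured by: fluorescein emission 520 nm, excitation 485 nm; benchmarks: per-plate controls and blanks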
Calpain2 inh – inhibitors of pig calpain II, primary screen, biochemical, fluorogenic peptide substrate, 1536-well. inhibition, % at 16 µM. purified calpain II, 30 min. 220,000 tested, 0.37% active;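 active = inhibition above about 50%, limit read from the data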
Furin inhibitor – human furin inhibitors, primary screen, biochemical, fluorescence intensity; P09958; purified furin, fluorogenic substrate cleavage; inhibition, % at 30 µM; 220,000 tested, 0.061% active; AID 463115, 2010; in the data active = inhibition above about 25%; note: inactives centre near -15
* = called active by the depositor; i = inactive; nt = not tested or not shown; [ ] = remark or other dose. Some of the compounds tested; rates above refer to the full screens.

SMILES	thrombin 1536	PERK inhibitor	hK5 inh	KCC2 mod	FXIa inh 1536	FXIIa inh	Rad51 HR inh	Calpain2 inh	Furin inhibitor
CCC(=O)c1ccc(OCC(O)Cn2nc(C)c(C(C)=O)c2C)cc1 (stereo unspecified)	3	-0.3	-7	0.81	11	13	12	6	6
CCN1CCCC1CNC(=O)Cn1cccc1C(=O)c1ccccc1 (stereo unspecified)	3	0.5	-18	-3.6	0	18	-2	1	-11
Cc1ccc(NC(=O)Cn2nc([N+](=O)[O-])c(Br)c2C)cc1C	-6	0.3	14	0.74	-9	19	-5	-1	-21[20 µM]
CCOc1cc(CN2CCCCC2)ccc1OC	2	0.3	1	0.31	5	12	9	7	-19[20 µM]
CC1CCC2(CC1)NC(=O)N(CC(=O)c1ccc[nH]1)C2=O (stereo unspecified)	-3	-0.1	-4	-0.9	-1	11	-8	-67	-12[20 µM]
Cc1cc(Nc2cccc(Cl)c2)n2ncnc2n1	-2	0.6	-9	1	-1	1	nt	-16	-10
O=C(NCCCN1CCN(c2ccccc2F)CC1)Nc1ccc(F)cc1	3	-1.5	-25	nt	5	17	-7	-19	-26
S=C1NCN(Cc2cccnc2)CN1Cc1ccccc1	-2	0.9	2	0.56	3	10	nt	0	-26
Oc1[nH]c2ccccc2c1N=NC(=S)N1CCOCC1	-3	-2.6	-22	nt	0	6	3	-15	8
CCOC(=O)C1CCN(C(=O)c2cccc(S(=O)(=O)Nc3ccc(C)cc3C)c2)CC1	-8	0.4	-2	-3.2	-5	1	-1	4	-18
CCOc1ccc(N=CC2=C(O)CC(c3ccco3)CC2=O)cc1 (stereo unspecified)	0	0.3	-19	0.46	4	10	6	8	-1
O=C(CCCCn1c(=O)c2ccccc2n(CC(=O)NC2CCCC2)c1=O)NC1CCCC1	-7	0.3	-9	0.85	-7	-5	-12	0	-8[20 µM]
Cn1c(SCC(N)=O)nnc1C1CCN(S(=O)(=O)c2ccccc2C(F)(F)F)CC1	-1	1.5	16	0.97	8	13	-3	-11	-18[20 µM]
O=S1(=O)C[C@@H]2N=C(N/N=C/c3ccccc3)S[C@@H]2C1	-2	1.1	2	0.59	1	7	12	8	-22
O=C(O)CC1CCS(=O)(=O)C1 (stereo unspecified)	0	-0.5	-16	0.037	-13	-5	-1	-27	-9
O=S(=O)(CCc1nc2ccccc2[nH]1)c1ccc(Cl)cc1	-1	-0.7	-13	-0.19	4	13	9	16	-21
CCOc1ccc(NC(=O)CC2C(=O)N(c3cccc(OC)c3)C(=O)N2CCOC)cc1 (stereo unspecified)	-1	-0.8	3	-0.84	1	11	5	-4	-19
CN1OC(CC(=O)O)N(c2ccc(Cl)cc2)C1=O (stereo unspecified)	-6	0.2	-13	-0.26	9	0	-6	-29	-18[20 µM]
COc1ccc(/C=N/NC(=O)Nc2cccc3nsnc23)cc1OC	-4	0.2	-8	0.77	9	16	-28	-18	-21
COC1Cc2ccccc2N(C(=O)N2CCN(CCO)CC2)c2ccccc21 (stereo unspecified)	1	0.2	-32	-1.4	-7	3	nt	-36	-10
CCOCCCNC(=O)N[C@H](C(=O)OC)C(C)CC (stereo partly specified)	-9	0.4	-7	0.32	-1	3	11	30	-23
CCC1C(=O)c2ccccc2N(C)C1=O (stereo unspecified)	-10	-0.4	-14	0.2	-4	0	-1	-86	-10
Cc1nn(C(=O)CNC(=O)c2ccccc2)c(C)c1C	2	1.1	-1	1.4	-5	5	22	-21	-18
Cc1ccccc1NC(=O)CSc1nnc(Cc2ccccc2)o1	-3	0.2	-7	-1.3	-11	-3	4	22	-17[20 µM]
CCOc1cc(C)c(Cl)cc1S(=O)(=O)NCCOC	-4	-0.8	-10	1.2	3	10	-16	-2	-14
CCN(CC)CCN(C(=O)c1ccc(S(=O)(=O)N2CCCCC2)cc1)c1nc2cc3c(cc2s1)OCO3	15	0.5	40	0.25	27	11	-4	39	-4
Cc1c(NC(=S)Nc2ccccc2C(F)(F)F)cccc1[N+](=O)[O-]	-7	1.2	1	0.25	6	8	-9	-11	-14
COc1cc(C2C(C#N)=C(C)NC3=C2C(=O)c2ccccc23)cc(OC)c1OC (stereo unspecified)	3	-0.6	-41	nt	1	12	3	-42	-29
COc1ccc(-c2nnc3ccc(SCC(=O)Nc4cc(C)on4)nn23)cc1OC	-1	0.3	-25	-0.27	-7	-3	-7	7	-20
CC(C)(C)c1cc(=O)n2c(C#N)c(C#N)nc2[nH]1	-1	1.9	-3	0.54	3	10	-4	-23	-26

Reprinted at random: four compounds from above
SMILES	thrombin 1536	PERK inhibitor	hK5 inh	KCC2 mod	FXIa inh 1536	FXIIa inh	Rad51 HR inh	Calpain2 inh	Furin inhibitor
Cc1nn(C(=O)CNC(=O)c2ccccc2)c(C)c1C	2	1.1	-1	1.4	-5	5	22	-21	-18
COc1ccc(-c2nnc3ccc(SCC(=O)Nc4cc(C)on4)nn23)cc1OC	-1	0.3	-25	-0.27	-7	-3	-7	7	-20
Cc1ccccc1NC(=O)CSc1nnc(Cc2ccccc2)o1	-3	0.2	-7	-1.3	-11	-3	4	22	-17[20 µM]
Cc1c(NC(=S)Nc2ccccc2C(F)(F)F)cccc1[N+](=O)[O-]	-7	1.2	1	0.25	6	8	-9	-11	-14

Next compounds:
SMILES	thrombin 1536	PERK inhibitor	hK5 inh	KCC2 mod	FXIa inh 1536	FXIIa inh	Rad51 HR inh	Calpain2 inh	Furin inhibitor
COC(=O)c1cc(Br)c(=O)n(-c2ccc(OC)cc2)c1	-6	0.7	-24	0.093	0	8	3	19	-11[20 µM]
CCc1ccc(-c2csc(NC(=O)C3=NN(c4ccccc4)C(=O)CC3)n2)cc1	-4	0.0	-29	0.53	4	4	nt	-47	-19
CCOC(=O)Cn1nnnc1C(CC)N(Cc1ccccc1)Cc1cc2cc(C)ccc2[nH]c1=O (stereo unspecified)	-2	-0.6	2	-0.9	-6	-4	nt	16	-12[20 µM]
O=C(O)CCCC(=O)N1CC(=O)Nc2ccccc21	-7	1.3	-13	1.2	-16	-11	1	-27	-11
O=C1/C(=C/Nc2cccc([N+](=O)[O-])c2)CCc2ccccc21	-6	-0.2	-10	-0.041	9	5	12	6	-7
COc1ccc(C(=O)NC2CCN(C(=S)Nc3ccccc3C)CC2)cc1	-2	1.9	9	-0.59	-1	8	nt	0	-31
Cc1ccc(C(=O)O)cc1NC(=S)NC(=O)Cc1ccccc1	0	1.2	-12	nt	1	15	-5	6	-9[20 µM]
O=C(Cn1ccc([N+](=O)[O-])n1)NCc1cccnc1	3	-0.1	-6	-0.0097	-2	12	3	-31	-20
COc1cc(OC)c(OC)cc1CN1CCN(c2ccc(F)cc2)CC1	-11	-0.7	-4	-0.34	-6	0	nt	0	-19
CC1CCC2(CC1)NC(=O)N(CC(=O)Nc1nc(-c3ccc(F)cc3)cs1)C2=O (stereo unspecified)	-17	0.2	-25	-0.49	-4	30	-8	-66	-8[20 µM]
CCNC(=O)NC(=O)C(C)Oc1ccc(C(=O)OC)cc1 (stereo unspecified)	-9	0.3	-18	0.26	-8	-5	6	-26	-9
COc1cc(Cl)c(C)cc1NC(=O)CSc1nnc(-c2cccnc2)n1Cc1ccco1	2	-1.0	2	nt	-20	11	-11	-54	-7
COc1cc2c(cc1OC)CN(C(=O)c1sc(-c3cnccn3)nc1C)CC2	2	0.2	-3	-0.0021	-1	10	-5	20	-9
Cc1ccccc1SCc1noc(C(=O)NC(C)C)c1C(=O)O	-6	1.9	-20	-0.66	2	9	6	14	-16[20 µM]
COc1ccc(-c2ccnc3nc(/N=C/N(C)C)nn23)cc1	-19	0.5	-38	1.7	-7	-5	-23	i	-149
O=C(NC(N1CCCC1)C(Cl)(Cl)Cl)c1ccccc1 (stereo unspecified)	-1	1.2	-8	0.57	2	16	2	20	-26[20 µM]
COCCn1c(Sc2ccc(C)cc2)nc2c1c(=O)[nH]c(=O)n2C	4	-0.2	5	nt	-2	18	-6	9	-12
O=C(CSc1nc2ccccc2c(=O)n1Cc1ccco1)N1CCN(c2ccccc2)CC1	-9	-0.1	-3	nt	-3	9	2	-12	-14
CC(C)NC(C(=O)Nc1cc(Cl)cc(Cl)c1)c1ccccc1 (stereo unspecified)	-3	-0.3	-12	0.28	1	11	3	-7	-6[20 µM]
Cc1ccc(CS(=O)(=O)Cc2ccc(C(=O)NCC3CCCO3)o2)cc1 (stereo unspecified)	-4	0.6	0	nt	-1	1	2	-5	-15
O=C(O)/C=C/c1cccc(NS(=O)(=O)c2ccccc2)c1	3	1.0	-20	0.98	6	14	-7	-4	-1
COc1cc2nc(CN3CCOCC3)n(CC(=O)N3CCCCCC3)c(=O)c2cc1OC	3	2.2	3	0.12	0	14	6	9	-8
C/C(=N/NC(=O)c1ccc(Br)o1)c1ccncc1	-2	1.0	14	-0.017	9	7	-10	9	-6
O=C1NC(=Nc2ccc(Cl)cc2)SC1Cc1cccc(Cl)c1Cl (stereo unspecified)	-13	1.7	-8	1.6	-2	1	-1	1	-27
Cc1ccc(-c2nnn(C/C(N)=N/O)n2)cc1	1	0.7	2	0.21	-1	11	-2	-39	-30
CC[n+]1c(/C=C/N(C)c2ccccc2)oc2ccc(F)cc21	27	-0.7	3	1.3	7	11	-94	44	8
COc1ccc(NC(=O)C(=O)NCCN2CCN(C(=O)c3ccco3)CC2)cc1	-2	-0.4	-3	-0.8	2	8	3	19	-23
CC1(C)CC2CC(C)(CN2C(=O)COC(=O)c2n[nH]c(=O)c3ccccc23)C1 (stereo unspecified)	0	0.5	-10	0.33	5	13	-9	42	-8
COc1ccc(-c2nnn(-c3ccc(Cl)cc3Cl)c2N)cc1	-3	-0.7	-3	-0.13	0	6	10	-11	-10
N=C1S/C(=C\c2ccccc2F)C(=O)N1c1ccc(F)cc1	0	0.9	-3	-0.3	9	9	-2	-4	-23
Cc1cc(F)ccc1S(=O)(=O)N1CCCOC1CNC(=O)C(=O)NCc1ccco1 (stereo unspecified)	2	0.8	-7	-0.18	16	9	16	-15	-25
COCc1ccc(CN2CCCC(CO)(Cc3cccc(OC)c3)C2)o1 (stereo unspecified)	1	-1.1	2	0.14	4	8	nt	-18	-20
COC(=O)CSc1nc(-c2ccc(C)cc2)c2c(c1C#N)CCCC2	-3	1.1	-4	nt	2	7	12	41	-25[20 µM]
COc1ccc(/C=C(/NC(=O)c2ccco2)C(=O)N2CCCC2=O)cc1	2	2.4	-7	0.0059	-3	0	14	-11	-8
Cc1ccc(-c2csc(NC(=O)COC(=O)c3cccc(S(=O)(=O)N4CCOCC4)c3)n2)cc1	-7	0.4	-1	-0.03	-4	7	0	0	-20[20 µM]
Nc1c(C(=O)N/N=C/c2cccnc2)cnn1-c1ccccc1	13	-0.4	12	0.29	7	19	19	24	-10
O=C1c2oc3ccccc3c(=O)c2C(c2cccs2)N1CCCN1CCOCC1 (stereo unspecified)	5	1.3	-11	0.85	0	2	-16	-56	-20
